High-throughput results from PubChem.
CDK5 inh – inhibitors of human CDK5/p35 kinase, primary screen, biochemical, single concentration. inhibition, % at 10 µM. Cyclin-dependent kinase 5 (Homo sapiens) + Cyclin-dependent kinase 5 activator 1 (Homo …. AID 488839, 2010. 0.01% of 330,000 active. Recombinant CDK5/p35, ADP-Glo luminescence, 60 min;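 active means highest replicate inhibition of at least 50% and at least 75% of replicates reaching 50%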;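 further: plate controls were DMSO neutral control for no effect and GW8510 at 10 µM for full effect; many of its hits are not listed in these tables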
NSD2 HMT inh – NSD2 histone methyltransferase inhibitors, primary screen, biochemical, AlphaScreen, single concentration, set 2. NSD2 peptide methylation, 120 min. 0.54% of 310,000 active. inhibition, % at 12.5 µM. Histone-lysine N-methyltransferase NSD2 (Homo sapiens), O96028; in the data active means inhibition above about 50%
SUMO Mot1 rescue – yeast Mot1-301 growth rescue at high temperature, primary screen, SUMOylation pathway inhibitor project, S. cerevisiae, ATP luminescence, 38.5C | 1% of 320,000 active | S. cerevisiae Mot1-301 growth rescue; percent above DMSO median, 100 means doubled | AID 2716, 2010 | growth rescue, % at 18.8 µM;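 active means every valid replicate shows activation above 250% relative to neutral control wells; inactive means the rest, any valid replicate at or below 250%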;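 further: OY570 slx delta 5 strain wells were the positive control but not used for scaling; some compounds called inactive have numbers as strong as hits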
RTF Ca sens inh – cardiac RTF calcium sensitivity inhibitors, primary screen, biochemical, IANBD-TnC fluorescence, EC70 calcium | AID 493244, 2011 | 0.12% of 340,000 active | Troponin I, cardiac muscle (Homo sapiens) + Troponin T, cardiac muscle (Homo sapiens) + … | IANBD-labeled cardiac RTF, Ca2+ fluorescence | inhibition, % at 7.15 µM;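 active means inhibition above the mean inhibition of all tested compounds plus 3 SD, cut at about 17% in these data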;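 further: assay run at fixed EC70 calcium of 1.6 mM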
C-LANA FP – inhibitors of KSHV C-LANA binding to DNA, primary screen, biochemical, fluorescence polarization, FAM-LBS DNA, MBP-C-LANA, single point. Kaposi's sarcoma herpesvirus LANA C-terminal domain (residues 932-1162) DNA binding. inhibition, % at 9 µM. 0.078% of 340,000 active;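 active means highest replicate inhibition at or above 60% at 9 µM, even if other replicates fall short; inactive means all replicates below 60% inhibition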;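 further: 0% = neutral control wells and 100% = 4 µM acridine orange control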
dFosB activator – activators of delta FosB homodimer, primary screen, biochemical, fluorescence polarization, TAMRA-CDK5 oligo, single point; activation, % at 25 µM; 0.99% of 340,000 active; purified delta FosB; percent of positive-control signal above neutral wells; Protein FosB (Mus musculus), P13346;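 active means mean activation above about 17%, with every replicate also reaching it, limit read from the data, passing the limit was not always enough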;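 further: fluorescence polarization rise as delta FosB binds a TAMRA Cdk5 AP-1 oligo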
Target sequence (P13346 whole entry, looked up): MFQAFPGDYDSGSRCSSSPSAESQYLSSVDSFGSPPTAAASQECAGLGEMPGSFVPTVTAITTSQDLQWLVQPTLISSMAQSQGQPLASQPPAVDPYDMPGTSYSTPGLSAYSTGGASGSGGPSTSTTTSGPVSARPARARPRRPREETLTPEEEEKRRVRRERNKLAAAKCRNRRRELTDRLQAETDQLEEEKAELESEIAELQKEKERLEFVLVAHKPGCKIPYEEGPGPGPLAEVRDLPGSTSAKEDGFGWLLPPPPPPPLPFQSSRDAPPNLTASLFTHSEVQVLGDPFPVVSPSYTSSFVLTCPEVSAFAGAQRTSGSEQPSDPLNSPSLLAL
Rtt109 HAT inh – inhibitors of C. albicans Rtt109/Vps75 HAT, primary screen, biochemical, ThioGlo CoA-SH fluorescence, plate reader. Histone acetyltransferase RTT109 (Candida albicans (strain SC5314 / ATCC MYA-2876)), …. purified Rtt109/Vps75, 4 h. inhibition, % at 34.9 µM. 0.16% of 330,000 active. AID 540336, 2011;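 active means inhibition of at least 50% in every replicate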
Target sequence (Q5AAJ8 whole entry, looked up): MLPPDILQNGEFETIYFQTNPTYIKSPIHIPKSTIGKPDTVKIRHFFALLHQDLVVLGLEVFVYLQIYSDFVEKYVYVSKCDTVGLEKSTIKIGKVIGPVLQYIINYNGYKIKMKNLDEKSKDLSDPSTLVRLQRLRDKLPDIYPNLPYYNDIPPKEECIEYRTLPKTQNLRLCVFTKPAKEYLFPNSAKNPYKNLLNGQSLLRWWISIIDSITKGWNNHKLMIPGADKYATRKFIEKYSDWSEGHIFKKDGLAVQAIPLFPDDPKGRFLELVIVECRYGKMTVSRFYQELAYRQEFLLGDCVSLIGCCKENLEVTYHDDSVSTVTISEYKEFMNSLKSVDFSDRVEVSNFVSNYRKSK
cardiac RTF act – cardiac RTF calcium sensitivity activators, primary screen, biochemical, IANBD-TnC fluorescence, EC20 calcium; activation, % at 7.2 µM; 0.24% of 340,000 active; IANBD-labeled TnC RTF fluorescence at EC20 calcium; 0% EC20 calcium, 100% full calcium; Troponin I, cardiac muscle (Homo sapiens) + Troponin T, cardiac muscle (Homo sapiens) + …; AID 493008, 2010;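 active means activation above the mean over all tested compounds plus 3 SD, cut at about 30% in these data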;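 further: rise in fluorescence read as greater calcium sensitivity of cardiac thin filaments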
Keap1-Nrf2 PPI – Keap1-Nrf2 protein-protein interaction inhibitors, primary screen, biochemical, fluorescence polarization, single point; Kelch-like ECH-associated protein 1 (Homo sapiens), Q14145; Keap1 Kelch-Nrf2 peptide fluorescence polarization, 1536-well; inhibition, % at 9.4 µM; 0.15% of 340,000 active; AID 504523, 2011; in the data active means inhibition above about 12%;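 further: human Keap1 Kelch domain with fluorescein labeled Nrf2 9mer peptide probe; 0% = neutral control wells and 100% = peptide positive control; higher means more block of Keap1 binding to Nrf2 peptide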
PfHsp90 set2 – growth inhibition of PfHsp90-expressing yeast, primary screen, antimalarial PfHsp90 inhibitor project, S. cerevisiae, BacTiter-Glo luminescence, single point, set 2. BacTiter-Glo ATP, 48 h; yeast lacking PDR1 and PDR3 efflux regulators. inhibition, % at 9.4 µM. 0.32% of 310,000 active;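 active means every replicate shows inhibition above about 80%, whatever the replicate mean, limit read from the data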;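 further: 0% = DMSO neutral controls and 100% = 20 µM radicicol positive controls; yeast relying on Plasmodium falciparum Hsp90 in place of its own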
PvdQ acylase – P. aeruginosa PvdQ acylase inhibitors, primary screen, biochemical, fluorescence, plate reader and imaging, single point. AID 488965, 2010. 0.063% of 340,000 active. PvdQ acylase [Pseudomonas aeruginosa LESB58]. inhibition, % at 10 µM. purified PvdQ acylase; in the data active means inhibition above about 30%, passing the limit was not always enough;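 further: 0% = vehicle neutral wells and 100% = reference inhibitor wells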
* marks the source's active call; other numbers are inactive results; / = no result given. Rows were taken by chance, and some 3.2% of all compounds hit somewhere here.

SMILES | CDK5 inh | NSD2 HMT inh | SUMO Mot1 rescue | RTF Ca sens inh | C-LANA FP | dFosB activator | Rtt109 HAT inh | cardiac RTF act | Keap1-Nrf2 PPI | PfHsp90 set2 | PvdQ acylase
O=C(O)c1cc(-c2ccc(/C=N/Nc3ccc([N+](=O)[O-])cn3)o2)ccc1Cl | 6.5 | 11.0 | / | -4.6 | -2.0 | -3.4 | -0.7 | -0.1 | -6.0 | 7.6 | 5.0
CC1(C)CC2CC(C)(CN2C(=O)COC(=O)c2ccc(Cl)cc2N)C1 (stereo not given) | 1.2 | -2.8 | 18.7 | -1.1 | 0.0 | 2.3 | 6.0 | -2.3 | -3.7 | 15.2 | 4.7
CN=C1CC(C)(C)CC(=O)/C1=C(/O)CCCN1C(=O)c2ccccc2C1=O | 0.7 | -2.5 | 14.9 | -2.4 | -2.6 | -6.3 | 0.1 | 0.4 | 1.0 | 0.2 | 1.7
CCOC(=O)c1ccc[n+](CC(=O)c2ccc(OC)cc2)c1 | 3.3 | -0.5 | -3.0 | 1.0 | / | -4.5 | / | 4.2 | -1.6 | 14.9 | 2.7
C=CCn1c(SCC(=O)c2ccc(Cl)s2)nc2ccccc2c1=O | 0.9 | 0.1 | 3.8 | -7.9 | -1.2 | -7.7 | 6.9 | 6.2 | -5.4 | 4.0 | -12.6
Cc1nc(SCCO)c([N+](=O)[O-])[nH]1 | 0.5 | -5.0 | 3.9 | -2.5 | 0.2 | -7.1 | -2.1 | 2.7 | -4.5 | -6.4 | 7.6
O=C(CN1CCOCC1)Nc1ccc([N+](=O)[O-])cc1Br | -0.4 | -6.9 | -25.5 | -13.6 | 0.6 | -6.7 | 1.8 | 2.1 | 2.9 | -19.0 | -8.8
CC(C)=NOC(=O)c1ccc(-c2ccccc2)cc1 | 2.2 | -1.6 | 6.0 | -34.8 | 0.4 | -10.9 | -4.3 | -1.4 | -1.7 | -22.6 | -8.6
Nc1ncnc(N2CCOCC2)c1N | 1.6 | -0.7 | -6.6 | 7.5 | -1.1 | 2.6 | 2.3 | -3.8 | -3.6 | -17.4 | -11.4
Cc1cc(C)n(-c2nc3ccccc3c(=O)n2OC2CCCCC2)n1 | -0.7 | 1.2 | 19.2 | -5.5 | 0.5 | -3.5 | -6.4 | -0.2 | 1.3 | -0.3 | -0.9
COc1ccc(NC(=O)CN(C)S(=O)(=O)c2cnc[nH]2)cc1 | 1.5 | -4.0 | -3.3 | 2.2 | -0.4 | -5.0 | 18.9 | -1.4 | 0.0 | -5.1 | 2.4
CC(C)c1ccc(C(=O)OCC(=O)NC2CCCC2)cc1 | 1.8 | 0.1 | 110.9 | -5.2 | 11.4 | -11.0 | 9.8 | 2.0 | 0.6 | 11.4 | 1.9
Cc1nnsc1C(=O)N1CCC(C(=O)c2ccccc2)CC1 | -8.8 | -4.3 | -19.7 | -1.1 | 2.1 | -6.8 | 1.0 | 13.5 | -2.4 | -16.8 | -8.6
O=C(CSc1n[nH]c(=O)n1-c1cccnc1)Nc1ccccc1 | -1.9 | / | 206.8 | 0.8 | 0.2 | -1.6 | 3.6 | -1.2 | -2.3 | -11.4 | -0.2
Cc1c(-c2nnnn2-c2ccc(F)cc2)cnc2cc3c(cc12)OCO3 | 1.9 | / | -3.6 | 7.5 | -0.8 | -0.6 | 0.4 | -0.2 | -0.9 | 31.4 | -11.4
O=[N+]([O-])c1ccc(N2CCN(S(=O)(=O)c3ccccc3)CC2)cc1NCC1CCCO1 (stereo not given) | -0.2 | -0.8 | 6.9 | -2.4 | 2.6 | 4.4 | 1.4 | 3.3 | 2.5 | 3.2 | 4.9
O=C(COC(=O)c1ccc(O)cc1)NC(=O)NCc1ccccc1 | -0.6 | -0.7 | -1.8 | -10.1 | 0.6 | -4.7 | 2.1 | -2.6 | 4.8 | -5.2 | -12.0
CC(C)(C)OC(=O)N1CCC(c2c(C(=O)N3CCN(C(=O)c4ccco4)CC3)cnn2-c2ccc(F)cc2F)CC1 | 0.4 | / | 158.4 | -0.6 | 1.2 | 4.8 | -11.1 | 3.2 | 1.6 | 1.4 | -7.3
NS(=O)(=O)c1ccc(NC(=S)NC(=O)c2ccco2)cc1 | 1.0 | -2.3 | 0.3 | -15.1 | -0.1 | -4.7 | 1.3 | 9.1 | 3.0 | -73.9 | 13.0
CC(Oc1ccccc1)C(=O)NC1=NCCS1 (stereo not given) | -0.1 | / | 67.3 | -1.8 | 1.8 | -2.8 | 13.7 | 5.5 | -1.2 | -11.2 | 5.9
OCC[C@@H]1C[C@H](O)[C@@H](O)[C@@]2(CCCc3ccccc3O2)O1 | -0.1 | / | -3.8 | -38.5 | 0.2 | -1.6 | -2.1 | -0.6 | 0.5 | 5.6 | -6.1
O=C(CSc1ncccn1)N/N=C/c1ccc2c(c1)OCO2 | -1.3 | 2.1 | -2.0 | -1.8 | -1.7 | -8.6 | -5.2 | -1.5 | 0.6 | 11.2 | 2.2
O=C(NCCC(=O)N1CCC2(CC1)NCCc1[nH]cnc12)c1cccc(C(F)(F)F)c1 | -2.9 | 3.1 | 9.1 | -14.8 | -0.2 | -3.2 | 3.8 | -0.9 | -4.9 | 9.5 | -12.6
COc1ccc(S(=O)(=O)N2CCOCC2)cc1NC(=O)c1ccncc1 | -0.2 | -0.1 | 2.3 | 8.4 | -1.1 | -2.8 | 9.1 | -1.6 | 1.3 | -3.4 | -20.0
O=C(O)c1ccc(CNCc2cccc(Cl)c2Cl)cc1 | -5.3 | 4.6 | -10.6 | 7.5 | -0.8 | -3.7 | 7.9 | -0.4 | -2.7 | 25.2 | -5.6

(next part)
SMILES | CDK5 inh | NSD2 HMT inh | SUMO Mot1 rescue | RTF Ca sens inh | C-LANA FP | dFosB activator | Rtt109 HAT inh | cardiac RTF act | Keap1-Nrf2 PPI | PfHsp90 set2 | PvdQ acylase
O=C(CN1CCN(Cc2ccccc2)CC1)N/N=C/C=C/c1ccccc1[N+](=O)[O-] | -2.6 | 0.7 | -2.1 | -1.5 | -0.2 | -7.8 | -3.1 | 6.9 | -3.1 | -6.9 | -12.0
Nn1c(SCC(=O)NC(=O)NC2CCCC2)nnc1-c1ccccc1F | -0.7 | 0.8 | 0.7 | -0.7 | 1.7 | 2.1 | -5.4 | 0.9 | 7.0 | 9.7 | -5.0
Cc1cc(Nc2c(C)n(C)n(-c3ccccc3)c2=O)n2c(nc3ccccc32)c1C#N | -0.6 | 1.6 | 46.6 | -0.8 | -1.2 | -5.1 | 6.0 | -7.8 | -5.3 | 22.0 | -17.4
Cc1ccc(C(=O)N2CCC3CC2c2cc(-c4ccc5c(c4)OCO5)ccc23)cc1 (stereo not given) | -1.6 | / | / | 2.1 | -0.7 | -11.1 | -5.6 | 2.2 | 2.1 | 5.2 | 11.7
CCOc1ccc(-n2c(SCC(=O)NC3CCS(=O)(=O)C3)nnc2-c2cccnc2)cc1 (stereo not given) | 0.5 | -0.8 | 9.9 | -2.8 | -2.9 | 0.3 | -1.0 | 3.4 | 3.9 | 20.6 | -10.0
CCCN(CCC)CC(O)Cn1cc(/C=C/C(=O)c2cccs2)c2ccccc21 (stereo not given) | 0.1 | 4.9 | -23.8 | -32.7 | -2.6 | 9.2 | -0.8 | 22.1 | -32.0 | -73.8 | -20.1
O=c1cc(O)c2c(=O)n(-c3ccccc3)c3c(c2o1)CCCCC3 | 3.1 | -0.1 | / | 2.0 | -0.2 | -1.3 | -10.4 | -1.2 | -4.6 | -23.9 | -6.7
O=C(O)c1cccc(N/N=C/c2cn(-c3ccccc3)nc2-c2cccs2)c1 | -0.9 | / | -29.4 | -11.2 | -0.5 | -11.8 | -4.4 | -2.4 | 0.8 | -22.6 | -12.2
COc1ccc(C)cc1NC(=O)CN1CCN(S(=O)(=O)c2ccc(C(C)C)cc2)CC1 | -1.3 | 0.1 | 8.6 | -5.0 | -0.6 | -14.4 | 4.1 | 0.6 | -3.9 | -18.5 | -8.0
Cc1cccc(Cn2c(N3CCN(CCO)CC3)nc3c2c(=O)[nH]c(=O)n3C)c1 | 1.0 | -0.2 | -0.9 | 2.4 | -0.5 | -0.7 | 4.0 | -4.4 | -1.4 | -10.5 | 8.4
COc1cccc(C2c3[nH]c4ccccc4c3CCN2Cc2cnn(C)c2)c1 (stereo not given) | -0.5 | 4.1 | -13.3 | 3.1 | -0.4 | -2.5 | -1.3 | 4.7 | -0.7 | -0.1 | -14.8
CCSc1nnc([C@H](Cc2ccccc2)NC(=O)OC(C)(C)C)o1 | 0.5 | -1.8 | 3.3 | -0.1 | 1.5 | -3.3 | -7.0 | -3.7 | -0.3 | -7.6 | -0.7
Nc1nonc1-n1nnc(C(=O)N/N=C/c2ccc(Cl)cc2Cl)c1CN1CCCCC1 | -2.9 | 3.9 | 5.9 | -8.7 | -3.0 | -0.2 | -3.1 | 0.5 | -1.4 | -8.9 | -19.1
CC(Sc1nnc2c(n1)C1CCC2(C)C1(C)C)C(=O)Nc1ccccc1 (stereo not given) | 0.9 | 4.2 | -4.8 | -6.3 | 0.4 | -12.8 | -0.5 | 2.6 | -2.0 | 4.9 | -12.4
O=C(CNC(=O)c1cccc(Br)c1)N/N=C/c1ccc2c(c1)OCO2 | -0.6 | 1.1 | -15.4 | 4.1 | -1.8 | 18.4* | -3.3 | -5.5 | -1.7 | -8.5 | 3.5

Part of the list above, reformatted:
SMILES	CDK5 inh	NSD2 HMT inh	SUMO Mot1 rescue	RTF Ca sens inh	C-LANA FP	dFosB activator	Rtt109 HAT inh	cardiac RTF act	Keap1-Nrf2 PPI	PfHsp90 set2	PvdQ acylase
CCSc1nnc([C@H](Cc2ccccc2)NC(=O)OC(C)(C)C)o1	0.5	-1.8	3.3	-0.1	1.5	-3.3	-7.0	-3.7	-0.3	-7.6	-0.7
CC(Sc1nnc2c(n1)C1CCC2(C)C1(C)C)C(=O)Nc1ccccc1 (stereo not given)	0.9	4.2	-4.8	-6.3	0.4	-12.8	-0.5	2.6	-2.0	4.9	-12.4
O=c1cc(O)c2c(=O)n(-c3ccccc3)c3c(c2o1)CCCCC3	3.1	-0.1	/	2.0	-0.2	-1.3	-10.4	-1.2	-4.6	-23.9	-6.7
